Screening results deposited in PubChem by several laboratories.
HSF1 activator = increases HSF-1 driven luciferase reporter signal | NIH3T3-HGL HSF-1 luciferase reporter, MG132, 8 h; 100% = twice DMSO control signal | activation, % at 9 µM | 300,000 compounds, 1.7% hits;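 active = mean replicate activation of at least 50% with a set share of replicates each reaching 50%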;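 note: 0% = median of the neutral control wells and 100% = twice that signal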
HSF1 inhib = HSF1 inhibition; NIH3T3-HGL HSE-luciferase, MG132-induced, luminescence 8 h; active compounds read low; AID 2098; activity change, negative = inhibition, % at 7.5 µM (by protocol); 300,000 compounds, 0.77% hits;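 active = more than half of replicate wells show activity change below -50%, luminescence cut by over half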;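 note: luciferase reports HSF-1 transcriptional activity via heat shock element; 0% = median of DMSO wells and -100% = zero luminescence signal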
HSP90 refold inh = blocks HSP90-mediated luciferase refolding in reticulocyte lysate; Rabbit reticulocyte lysate, luciferase refolding luminescence, 3 h; inhibition, % at 5.6 µM; 290,000 compounds, 0.91% hits; AID 1789;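 active = inhibition above the screen-wide mean plus 3 SD, computed separately per campaign, cut at about 16% in these data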;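 note: 0% = DMSO wells and 100% = 60 µM geldanamycin wells; inhibitors lower the luminescence because luciferase stays unfolded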
PolyA inhibitor = blocks polyadenylation in yeast reporter cells; S. cerevisiae SKY197-pL101 polyadenylation reporter, beta-gal luminescence; efflux-impaired pdr1/pdr3 knockout yeast; score 100 = 6 SD above DMSO; 300,000 compounds, 0.02% hits; calls only at 12 µM;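 active = lowest replicate activity score at least 50, where 100 means six control SD above control mean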;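 note: yeast exposed to compound for 9 h at 30 °C; higher score means more reporter readthrough which indicates perturbed polyadenylation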
aSyn UTR inh = MLPCN primary screen, SNCA 5' untranslated region; alpha-synuclein 5'UTR reporter, inhibitor activity; inhibition, % (tested at 7.5 µM); 300,000 compounds, 0.82% hits; in the data active = inhibition above about 60%;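 note: H4 neuroglioblastoma cells stably carrying SNCA 5'UTR luciferase fusion; 0% = DMSO wells and 100% = positive control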
IEC-6 tox = counter-screen for KLF5 inhibitors: cytotoxicity in IEC-6 cells; inhibition, % at 5 µM; 290,000 compounds, 0.78% hits; IEC-6 cytotoxicity, luminescence viability; in the data active = inhibition above about 22%;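 note: 0% = plate median of test compound wells and 100% = cytotoxic reference compound wells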
AI-2 QS modul = modulates the Vibrio harveyi AI-2 quorum sensing system | Vibrio harveyi JMH597 AI-2 luminescence/OD600 ratio, 9 h; active compounds read low; strain lacks LuxN and CqsS sensors; 0 = neutral-control median | activity change, % at 7.5 µM | 300,000 compounds, 0.4% hits | AID 2094; in the data active = activity change below about -75%, passing the limit was not always enough;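 note: luminescence divided by OD600 gain over 9 h not by final OD600 alone; inactives centre near 13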
GSK3beta inhib = human GSK3beta kinase inhibition; P49841; GST-GSK3beta kinase, ADP-Glo luminescence, 60 min; active compounds read low; activity score (negative = inhibition), % at 10 µM; 300,000 compounds, 0.038% hits; AID 2097;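 active = more than half of replicate wells score below -50%, meaning over 50% inhibition versus plate controls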;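 note: 0% = median DMSO wells and -100% = median GW8510 positive control wells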
Target sequence (P49841 whole entry, looked up): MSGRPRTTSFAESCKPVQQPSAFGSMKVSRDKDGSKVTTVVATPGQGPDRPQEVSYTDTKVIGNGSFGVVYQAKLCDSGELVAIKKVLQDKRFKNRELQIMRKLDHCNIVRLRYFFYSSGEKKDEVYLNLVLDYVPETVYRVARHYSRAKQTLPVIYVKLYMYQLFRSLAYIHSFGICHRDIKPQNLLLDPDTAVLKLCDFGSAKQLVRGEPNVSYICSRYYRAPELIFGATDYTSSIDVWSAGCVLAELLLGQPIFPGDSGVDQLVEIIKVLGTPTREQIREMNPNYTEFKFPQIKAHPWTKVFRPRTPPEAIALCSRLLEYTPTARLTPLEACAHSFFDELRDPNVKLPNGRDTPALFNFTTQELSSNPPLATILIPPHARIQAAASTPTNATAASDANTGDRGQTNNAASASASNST
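Test system – GST-tagged human GSK3beta kinase, cell-free · Incubation – 60 min enzyme reaction, room temperature · Signal – ADP-Glo luminescence · Also added – peptide substrate and ATP at 25 µM · Controls – DMSO neutral wells and GW8510 at 20 µM as positive · Buffer or medium – Tris/MgCl2 kinase buffer · Measure – Luminescence-derived activity versus plate DMSO and GW8510 wells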
KLF5 inh = suppresses KLF5 promoter-driven expression. DLD-1 KLF5 promoter-luciferase reporter, luminescence. inhibition, % at 5 µM. 290,000 compounds, 0.23% hits;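 active = inhibition above a per-plate limit of that plate's mean compound inhibition plus 3 SD, cut at about 60% in these data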;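 note: 0% = DMSO wells and 100% = LY294002 at 200 µM; higher means less KLF5 promoter-driven luciferase light; inactives centre near -14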
GSK3A inh = inhibitors of human GSK-3 alpha kinase; 320,000 compounds, 0.1% hits; ADP-Glo luminescence, 60 min; inhibition, % at 10 µM;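 in the data active = inhibition above about 50%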;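 note: GST-tagged GSK-3 alpha with peptide substrate and 25 µM ATP; 0% = DMSO neutral wells and 100% = GW8510 positive control wells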
Target sequence (P49840 whole entry, looked up): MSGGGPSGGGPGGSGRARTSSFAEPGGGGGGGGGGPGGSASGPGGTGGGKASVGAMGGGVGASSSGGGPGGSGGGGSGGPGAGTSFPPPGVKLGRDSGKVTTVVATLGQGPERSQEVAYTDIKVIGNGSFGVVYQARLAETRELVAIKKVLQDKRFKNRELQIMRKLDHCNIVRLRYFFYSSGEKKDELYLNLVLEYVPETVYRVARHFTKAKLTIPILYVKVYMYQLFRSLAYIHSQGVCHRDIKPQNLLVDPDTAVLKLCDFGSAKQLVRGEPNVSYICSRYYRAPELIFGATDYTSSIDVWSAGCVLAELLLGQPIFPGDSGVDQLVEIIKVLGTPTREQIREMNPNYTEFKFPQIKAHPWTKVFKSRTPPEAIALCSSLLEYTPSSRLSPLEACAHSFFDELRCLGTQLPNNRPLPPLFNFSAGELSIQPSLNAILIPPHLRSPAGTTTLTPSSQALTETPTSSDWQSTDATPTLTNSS
The depositor's hits bear a star; i = inactive; / = not tested or not shown. Some of the compounds tested (hit frequency here may not be typical).

| smiles | HSF1 activator | HSF1 inhib | HSP90 refold inh | PolyA inhibitor | aSyn UTR inh | IEC-6 tox | AI-2 QS modul | GSK3beta inhib | KLF5 inh | GSK3A inh |
| --- | --- | --- | --- | --- | --- | --- | --- | --- | --- | --- |
| CSc1c(C#N)c(N)c(C#N)c2c1COC(C)(C)C2 | -4.3 | -4.1 | 2.3 | i | 41.0 | -5.9 | 12.4 | -21.3 | -17.8 | 0.7 |
| CCOC(=O)CC1ON(C)C(=O)N1c1ccc([N+](=O)[O-])cc1 (centres undefined) | 3.2 | 2.2 | 0.5 | i | -12.1 | -0.6 | 5.8 | 0.2 | -29.2 | -0.8 |
| O=C1C2C3C=CC(CC3)C2C(=O)N1/N=C/c1ccc(O)cc1 (centres undefined) | -3.0 | 0.1 | -1.7 | i | -23.3 | -4.1 | 25.9 | -1.9 | -13.0 | 5.1 |
| CCOc1ccccc1NC(=O)C(Sc1ccccc1)c1ccccc1 (centres undefined) | 9.0 | -2.0 | 0.8 | i | 35.4 | 0.6 | 22.1 | -0.5 | -8.7 | -2.8 |
| CC(C)=CC(=O)OCC(=O)Nc1cccc([N+](=O)[O-])c1 | 3.7 | 5.1 | -1.9 | i | -16.3 | 0.5 | -89.4* | -2.0 | -17.2 | 0.1 |
| O=C(COc1ccc(F)cc1)N/N=C/c1cccc2cccnc12 | -6.0 | -3.8 | 1.4 | i | 1.1 | 18.2 | 14.5 | -2.6 | 8.1 | 7.1 |
| CCN(CC)S(=O)(=O)c1ccc2c(c1)N(CC(=O)NCC1CCCO1)C(=O)CO2 (centres undefined) | -7.7 | -5.7 | 5.5 | i | 10.4 | 4.2 | 13.6 | 0.1 | -19.4 | / |
| CCN(CC)CC(C)CNC(=O)CC(C(=O)N1CCc2ccccc21)n1ccnc1 (centres undefined) | -20.1 | -10.6 | -1.3 | i | -30.1 | 3.2 | 14.4 | 3.0 | -15.4 | -0.7 |
| Cc1onc(-c2ccccc2)c1C(=O)N1CCN(S(=O)(=O)c2ccc3c(c2)OCCO3)CC1 | 34.9 | 11.3 | 4.6 | i | -13.8 | 3.7 | 2.6 | 0.2 | 12.1 | -4.4 |
| CCc1cccc(N(C(=O)c2csnn2)C(C(=O)NC(C)(C)C)c2ccncc2)c1 (centres undefined) | 8.8 | -0.8 | -4.6 | i | -2.4 | -9.2 | 6.9 | -2.6 | -14.6 | -1.0 |
| COc1nc(OCC#N)nc(N2CCCCC2)n1 | -4.2 | -7.6 | -7.5 | i | 15.7 | -11.3 | 22.9 | 2.5 | 8.2 | / |
| CCOC(=O)C1=C(C)N=C2SCCC(=O)N2C1c1sccc1C (centres undefined) | 2.1 | -0.3 | -1.4 | i | 0.4 | 1.8 | 16.8 | -3.5 | -15.8 | -0.2 |
| COc1cc(C(=O)OCCNC(=O)c2ccccc2)cc(OC)c1OC | -35.0 | -28.2 | 1.9 | i | -0.8 | 4.8 | 10.4 | -1.7 | 11.9 | -0.5 |
| CN(C)C1(CNC(=O)C2CCN(S(=O)(=O)c3c(Cl)cccc3Cl)CC2)CCCCC1 | 1.1 | -3.0 | / | i | -2.7 | / | 26.7 | 5.4 | / | 0.9 |
| COc1ccc(-c2noc(-c3ccccc3C(=O)NCc3ccco3)n2)cc1OC | 16.3 | 10.2 | -3.6 | i | 19.5 | -3.1 | 36.6 | 1.0 | -16.0 | 11.2 |

Pulled one by one from above:
| smiles | HSF1 activator | HSF1 inhib | HSP90 refold inh | PolyA inhibitor | aSyn UTR inh | IEC-6 tox | AI-2 QS modul | GSK3beta inhib | KLF5 inh | GSK3A inh |
| --- | --- | --- | --- | --- | --- | --- | --- | --- | --- | --- |
| CCOC(=O)C1=C(C)N=C2SCCC(=O)N2C1c1sccc1C (centres undefined) | 2.1 | -0.3 | -1.4 | i | 0.4 | 1.8 | 16.8 | -3.5 | -15.8 | -0.2 |
| O=C1C2C3C=CC(CC3)C2C(=O)N1/N=C/c1ccc(O)cc1 (centres undefined) | -3.0 | 0.1 | -1.7 | i | -23.3 | -4.1 | 25.9 | -1.9 | -13.0 | 5.1 |

(further entries)
| smiles | HSF1 activator | HSF1 inhib | HSP90 refold inh | PolyA inhibitor | aSyn UTR inh | IEC-6 tox | AI-2 QS modul | GSK3beta inhib | KLF5 inh | GSK3A inh |
| --- | --- | --- | --- | --- | --- | --- | --- | --- | --- | --- |
| COc1ccc(OC)c(/C=N/NC(=O)CC2C(=O)NN=C2C)c1 (centres undefined) | 0.0 | 6.1 | -2.7 | i | 22.0 | -1.3 | 25.2 | 0.7 | -21.4 | -0.4 |
| COCc1ccc(C(=O)N2CCCC(N(C)Cc3ccccc3)C2)s1 (centres undefined) | -0.1 | 2.0 | -2.5 | i | -11.9 | -2.1 | 9.3 | 0.0 | -21.6 | 1.5 |
| O=C1OC(c2ccc(F)cc2)=C/C1=C\c1ccc([N+](=O)[O-])o1 | 2.8 | 1.2 | 0.2 | i | 19.5 | -3.8 | 47.2 | 1.4 | -14.2 | 5.4 |
| C/C(=N\Nc1nc(C)cc(-c2ccccc2)n1)c1ccccc1 | -1.1 | -5.6 | -4.7 | i | -101.9 | 26.4* | 23.1 | 0.3 | -29.1 | -2.3 |
| CC(=O)O[C@@H]1C[C@H]2C(C)=C[C@H]3OC(=O)[C@@H](C)[C@H]3C[C@H]2[C@]1(C)O | -9.9 | 2.0 | / | i | -3.6 | / | 12.4 | 1.6 | / | -0.5 |
| O=C(CSc1ccc(-c2ccco2)nn1)NCc1ccccc1 | 3.8 | 10.4 | 2.3 | i | -3.6 | -4.2 | 16.6 | -2.9 | -12.6 | -3.3 |
| CCCC(=O)Nc1ccc(-c2nc3cc(C)ccc3o2)cc1 | 46.2 | 14.5 | 4.9 | i | -149.2 | 5.6 | 3.2 | 1.1 | -35.6 | 0.7 |
| O=C(Cn1c(=O)oc2cccnc21)Nc1ccc(C(F)(F)F)cc1 | -2.2 | -7.0 | -2.0 | i | 15.2 | -1.4 | 15.3 | -1.3 | -6.5 | -1.3 |
| O=C(Nc1nc2ccccc2s1)c1ccc(OCC2CCCO2)cc1 (centres undefined) | 12.6 | 5.1 | 19.3* | i | -88.6 | 0.0 | 21.4 | -1.6 | -43.0 | -0.2 |
| NC(=O)c1snnc1-c1ccccc1 | 3.4 | -0.8 | -2.9 | i | 1.2 | 2.9 | 21.5 | 1.6 | -6.0 | 1.8 |
| CNC(=S)NNC(=O)c1cccn(Cc2ccccc2)c1=O | 0.3 | 4.7 | 0.8 | i | -0.3 | 1.7 | -9.7 | 1.2 | 1.9 | 0.9 |
| Nc1cccc(CN2CCCC2)c1 | -41.3 | -26.1 | 3.2 | i | -9.9 | 2.6 | 2.9 | -6.3 | -19.2 | -0.8 |
| COCCN(Cc1nc(-c2ccc(C(F)(F)F)cc2)no1)C(C)C | -5.8 | -3.7 | -0.7 | i | 3.2 | 4.6 | 8.7 | -1.5 | 9.6 | -1.4 |
| CNC(=O)c1sccc1SCc1ccc(Cl)cc1Cl | 21.9 | 3.5 | 9.1 | i | 12.9 | 1.0 | 7.1 | -4.0 | -1.9 | 2.1 |
| O=C(NN=C1CCCC1)c1ccccc1OCCOc1ccccc1 | 4.6 | -4.6 | 10.8 | i | -36.2 | -3.0 | -2.0 | 0.5 | -23.3 | -2.1 |
| Cc1ccc(-n2nc3c(=O)n(CC(=O)NCc4ccccc4)nc(C)c3c2C)cc1 | -2.0 | -3.3 | -2.5 | i | 40.4 | 6.1 | 0.0 | 3.4 | -23.3 | 0.5 |
| NS(=O)(=O)c1cccc(NC(=O)COC(=O)/C=C/c2ccco2)c1 | -11.8 | -19.4 | -1.2 | i | 1.7 | -4.1 | -1.8 | -1.6 | -7.3 | / |
| CC(=O)N1CCN(S(=O)(=O)c2ccc(C)c([N+](=O)[O-])c2)C1C(C)C (centres undefined) | -0.2 | -7.0 | -1.3 | i | 22.9 | -1.0 | 27.8 | -5.2 | -35.3 | -0.8 |
| O=C(COc1cc2oc(=O)c3c(c2cc1Cl)CCC3)NCCCN1CCCC1=O | -4.3 | -3.1 | -3.9 | i | -7.0 | -0.7 | 1.6 | -0.3 | 0.3 | -1.2 |
| COc1cccc(/C=N/NC(=O)c2csc(-n3nc(C)cc3C(F)(F)F)n2)c1 | -0.9 | 5.8 | 1.6 | i | -13.9 | 0.0 | 5.2 | 3.8 | -14.2 | -2.5 |
| COc1ccc(Cl)cc1N=Cc1c(O)c2ccccc2oc1=O | 26.7 | 11.4 | -5.7 | i | 7.5 | 0.9 | 22.7 | -2.8 | 3.8 | -0.9 |
| CC(C)(C)c1ccc(S(=O)(=O)NCCOCC(F)(F)C(F)F)cc1 | -11.2 | -5.2 | 1.2 | i | 7.2 | 5.3 | 4.5 | 0.4 | -22.5 | -4.1 |
| CC(C)CN1CCC(C(=O)NCC2CCCO2)CC1 (centres undefined) | / | / | -2.3 | i | 23.9 | 7.1 | 20.7 | -1.9 | 12.7 | -1.9 |
| CCC1=NN2C(=N)/C(=C\c3ccc(OCc4cc(=O)n5nc(CC)sc5n4)c(OC)c3)C(=O)N=C2S1 | 7.7 | -2.0 | -1.5 | i | 0.3 | -0.3 | 22.5 | 4.9 | -10.8 | / |
| CNC(=S)NNc1nc(-c2ccccc2)c2cc(Cl)ccc2n1 | -0.1 | 0.3 | / | i | 18.9 | / | 36.6 | 0.9 | / | 0.2 |
| COc1cccc(C(=O)Nc2cnc(NC(=O)c3ccco3)cc2C)c1 | -4.5 | 3.3 | 3.2 | i | -39.7 | 4.5 | 12.5 | -0.5 | -26.8 | -0.5 |
| Cc1cc2nccc(-c3ccco3)n2n1 | -10.1 | -7.2 | -8.5 | i | 16.0 | -5.9 | 2.7 | 2.3 | -11.0 | -0.5 |
| O=C(CN1C(=O)S/C(=C\c2ccccc2)C1=O)NC1CCS(=O)(=O)C1 (centres undefined) | -4.7 | 3.8 | -0.4 | i | 0.3 | -2.4 | 11.4 | 4.5 | 14.4 | 7.6 |
| CCCCn1c(=O)[nH]c(=O)c2c1nc(-c1ccc([N+](=O)[O-])cc1)n2CC | 12.1 | 1.7 | 0.6 | i | 21.6 | 3.5 | -2.3 | -0.1 | -17.8 | -0.9 |
| CCOCCOC(=O)C1=C(C)NC(=O)NC1c1ccc2c(c1)OCO2 (centres undefined) | 0.5 | -0.6 | -3.3 | i | 3.3 | 0.4 | 11.5 | 2.9 | -42.7 | -3.1 |
| O=C(CNC(=O)c1ccc2c(c1)OCCO2)N=Nc1c(O)[nH]c2ccccc12 | 14.9 | 1.6 | -2.8 | i | 3.8 | -3.1 | 21.7 | 3.4 | -8.3 | 1.9 |
| Cc1ccc(S(=O)(=O)NCC(c2ccc3c(c2)OCO3)N2CCN(c3ccccc3)CC2)cc1 (centres undefined) | 2.4 | 1.5 | / | i | 3.2 | / | 36.3 | 3.5 | / | -2.3 |
| CCN(CC(=O)Nc1ccccc1Br)Cc1nc2ccccc2c(=O)[nH]1 | 11.3 | 5.2 | 1.6 | i | 5.8 | -3.2 | 28.0 | -2.5 | -6.7 | 0.0 |
